Screening results from PubChem BioAssay.
APP 5UTR inh: APP translation inhibition. SH-SY5Y APP 5'UTR-luciferase reporter, luminescence. inhibition, % at 2 µM. actives 0.82% (n = 190,000);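 active = inhibition above a set limit, derived from the sample mean plus 3 SD, cut at about 45% in these data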; note: values of inactives mirror those of a sister screen read the other way
TNAP inh hi DEA: blocks human TNAP under high phosphate acceptor concentration; actives 0.03% (n = 200,000); purified TNAP, CDP-star luminescence, 1 M DEA; inhibition, % at 20 µM;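 active = over 50% inhibition of tissue-nonspecific alkaline phosphatase at 20 µM in the single-dose screen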;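 note: plate controls were DMSO wells for no effect and EDTA-quenched wells as full inhibition for full effect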
Target sequence (P05186 whole entry, looked up): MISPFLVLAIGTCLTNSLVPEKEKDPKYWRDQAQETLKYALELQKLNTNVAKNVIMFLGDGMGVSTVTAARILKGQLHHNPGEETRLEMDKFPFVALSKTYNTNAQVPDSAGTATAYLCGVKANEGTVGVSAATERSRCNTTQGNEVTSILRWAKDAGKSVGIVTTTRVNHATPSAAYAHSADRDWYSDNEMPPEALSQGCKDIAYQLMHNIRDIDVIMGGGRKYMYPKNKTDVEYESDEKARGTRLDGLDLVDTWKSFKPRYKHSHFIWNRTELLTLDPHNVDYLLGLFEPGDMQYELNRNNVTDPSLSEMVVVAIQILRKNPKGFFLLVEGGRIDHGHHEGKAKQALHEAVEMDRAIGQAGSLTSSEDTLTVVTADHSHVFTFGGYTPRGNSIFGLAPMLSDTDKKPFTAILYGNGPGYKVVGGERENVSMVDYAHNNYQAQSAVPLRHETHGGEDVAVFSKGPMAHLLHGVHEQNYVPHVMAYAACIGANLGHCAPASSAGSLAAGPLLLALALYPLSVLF
bIAP inh: intestinal alkaline phosphatase (bovine) inhibition | 190,000 tested, under 10 active | purified bovine IAP, CDP-star luminescence, 30 min | inhibition, % at 20 µM | AID 1019;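 active = over 50% inhibition of intestinal alkaline phosphatase at 20 µM in the single-dose screen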
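System: Purified bovine intestinal alkaline phosphatase (IAP) enzyme | Input: IAP diluted 1/65,000,000 in the well | Also added: CDP-star chemiluminescent phosphatase substrate, 30 µM final | Dosing: 20 µM single dose | Times: Enzyme reaction for 30 min at room temperature | Detection: Luminescence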
L major viab: reduces viability of Leishmania major promastigotes. resazurin fluorescence viability. inhibition, % at 10 µM. actives 9% (n = 200,000). AID 1063; in the data active = inhibition above about 50%;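 note: promastigotes grown with compound for 44 hours at 28 °C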
FLuc inhib CS: Photinus pyralis luciferase inhibition counter-screen. P08659. ATPLite firefly luciferase biochemical luminescence, 10 min. inhibition, % at 10 µM. actives 1.5% (n = 200,000). AID 1006;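 active = inhibition above about 50% when tested at 10 µM, limit read from the data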
RAM network inh: blocks the yeast RAM network. S. cerevisiae dse1pr::URA3 reporter, 5-FOA growth OD615, 2 d; analog-sensitive cbk1-as2 kinase mutant strain. inhibition, % at 50 µM. actives 1.8% (n = 190,000). AID 868;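 active = inhibition above a set limit, 3 SD over mean compound inhibition, cut at about 8.4% in these data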;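 note: 0% = DMSO-only wells with no growth and 100% = 10 µM 1-NA-PP1 full growth; inhibition rescues growth on 5-FOA so higher OD means more RAM inhibition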
TNAP inh noacc: blocks human TNAP activity with no phosphate acceptor present | purified TNAP, CDP-star luminescence, 30 min | inhibition, % at 20 µM | actives 0.26% (n = 200,000) | P05186;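 active = tissue-nonspecific alkaline phosphatase inhibition above about 50% at 20 µM in the single-dose screen, limit read from the data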;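 note: 0% = DMSO negative control and 100% = EDTA positive control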
TNAP act hi DEA: TNAP (human) activation, high acceptor; P05186; purified TNAP, CDP-star luminescence, 1 M DEA, 30 min; hits give high values; 0 = EDTA background, 1 = DMSO-only activity; activation factor at 20 µM; 200,000 tested, under 10 active; AID 1136;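 active = activation factor at least 2 at 20 µM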
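Test system – human TNAP · Doses – 20 µM single point · Incubation – 30 min, room temperature · Signal – luminescent substrate turnover signal · Read-out basis – activation factor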
bIAP act: increases bovine intestinal alkaline phosphatase activity. purified bovine IAP, CDP-star luminescence, 30 min; hits give high values; fold of DMSO-control signal, blank-subtracted. activation factor at 20 µM. actives 0.17% (n = 200,000);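 active = activation factor of 2 or more at 20 µM, a signal rise over negative controls twice the positive control's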
FLuc act counter: affects firefly luciferase, flagging false hits in luciferase stimulation screens | P08659 | ATPlite luciferase biochemical, luminescence, 10 min; 0 = ATP-free wells, 1 = DMSO control | activation factor at 10 µM | 200,000 tested, under 10 active;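 active = luciferase activation factor, scaled between plate controls, of at least 2 with compound at 10 µM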
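Assay system: Luciferase/luciferin detection reagent, cell-free biochemical luciferase assay / Read-out: luciferase activation / Benchmarks: No-ATP low control, compound-free enzyme-plus-ATP high control / Medium: PBS buffer for ATP / Detection: luminescence measurement of luciferase light output / Schedule: 10 min at ambient temperature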
Active calls of the source: *; nt = no result given. Compounds were not picked by outcome; any-hit rate near 13%.

Molecule,APP 5UTR inh,TNAP inh hi DEA,bIAP inh,L major viab,FLuc inhib CS,RAM network inh,TNAP inh noacc,TNAP act hi DEA,bIAP act,FLuc act counter
O=C(NCc1ccncc1)Nc1ccccc1Cl,-18,-7,12,-6,-1,1.5,-13,1.1,0.9,1
COc1ccc(S(=O)(=O)N2CCC(C(=O)NCC(c3cccs3)N(C)C)CC2)cc1 (stereo not given),4,1,-15,-5,-5,1.6,13,1,1.1,1
CCC(=O)Nc1cccc(SC)c1,13,5,2,-4,2,0.1,-3,1,1,1
Cc1ccc(C(=O)NN2C(=O)C3C4c5ccccc5C(c5ccccc54)[C@@H]3C2=O)cc1 (stereo not given in full),-19,-1,nt,14,-5,3.4,-4,1,0.5,1.1
O=[N+]([O-])c1ccccc1/C=C/CN1CCCCC1,-1,1,8,75*,-1,0.1,-5,1,0.9,1
Cc1cc(C)cc(OCC(=O)NCCc2nc3ccccc3[nH]2)c1,-17,0,-4,3,3,-0.4,-4,1,1,1
O=[N+]([O-])c1ccc(N/N=C\c2cccn2-c2ccccc2)nc1,16,25,40,30,-2,3.0,28,0.7,0.6,1
Cc1nn(C)cc1-c1csc(N)n1,-2,1,2,-3,-1,-0.1,-7,1,1,1
CCSc1nc2cc(OC)c(OC)cc2c(=O)n1CCc1ccccc1,11,-9,10,17,-10,8.6*,-5,1.1,0.9,1.1
COc1ccc(NC(=O)CSc2nnc(CNC(=O)c3ccco3)n2-c2ccccc2OC)cc1,8,1,-7,-6,3,-0.1,-4,1,1.1,1
Cc1nn(Cc2c(F)c(F)c(F)c(F)c2F)c(C)c1NC(=O)c1ccc(COc2ccc(Cl)cc2Cl)o1,3,0,-56,27,-4,4.5,-1,1,1.6,1
CCOC(=O)C(Cc1ccccc1)NC(=O)CNC(C)=O (stereo not given),-22,-2,5,-2,-3,0.3,-10,1,0.9,1

An excerpt from the list above, as a working copy:
Molecule,APP 5UTR inh,TNAP inh hi DEA,bIAP inh,L major viab,FLuc inhib CS,RAM network inh,TNAP inh noacc,TNAP act hi DEA,bIAP act,FLuc act counter
O=C(NCc1ccncc1)Nc1ccccc1Cl,-18,-7,12,-6,-1,1.5,-13,1.1,0.9,1
COc1ccc(S(=O)(=O)N2CCC(C(=O)NCC(c3cccs3)N(C)C)CC2)cc1 (stereo not given),4,1,-15,-5,-5,1.6,13,1,1.1,1

Carrying on:
Molecule,APP 5UTR inh,TNAP inh hi DEA,bIAP inh,L major viab,FLuc inhib CS,RAM network inh,TNAP inh noacc,TNAP act hi DEA,bIAP act,FLuc act counter
Cc1ccc(OCC(=O)OCC(=O)c2c(N)n(C)c(=O)n(C)c2=O)cc1C,11,-3,0,-9,-4,1.9,-7,1,1,1
COc1ccc(C(=O)CCN2CCN(c3ccccc3F)CC2)cc1,12,-2,-6,79*,0,2.4,-5,1,1.1,1
O=C(c1cccc(F)c1)N1CCCC(C(=O)N2CCCC2)C1 (stereo not given),6,-6,1,-4,-3,0.8,-9,1.1,1,1
CCOC(=O)c1cnn(-c2ccccc2)c1-n1cccc1C(=O)C(=O)Nc1ccc(OC)cc1,-6,-4,3,0,-4,4.6,-2,1,1,1
Cc1cccc(NC(=O)c2cc(NC(=O)C3CCCCC3C(=O)O)ccc2Cl)n1 (stereo not given),11,-5,2,3,-7,2.1,-8,1,1,1.1
CCCOc1ccc(C2=NNC(c3cccs3)=Nc3ccc(OC)cc32)cc1,-30,1,-4,14,1,3.4,1,1,1,1
COc1ccc(NC(=O)c2c(NC(=O)CCC(=O)O)sc3c2CCCCC3)cc1,12,2,8,-8,-2,0.8,-7,1,0.9,1
CCOc1cc(CNCc2ccccn2)cc(Cl)c1OC,3,-4,-18,0,-5,2.0,-11,1,1.2,1.1
CCCCn1cc(SCC(=O)O)c2ccccc21,-4,-7,5,-8,-5,0.9,-16,1.1,1,1
CN(C)S(=O)(=O)c1cccc(C(=O)NCc2cccs2)c1,-2,1,10,-4,2,0.9,-7,1,0.9,1
Cc1nc(N2CCN(C(=O)COc3ccccc3)CC2)c2c(C)c(C)sc2n1,22,-4,0,6,-9,-0.6,-6,1,1,1.1
Cc1cccc(C)c1NC(=O)CSc1nnc(-c2ccoc2C)n1C,6,-5,15,7,-1,2.0,-13,1,0.8,1

New compounds follow
Molecule,APP 5UTR inh,TNAP inh hi DEA,bIAP inh,L major viab,FLuc inhib CS,RAM network inh,TNAP inh noacc,TNAP act hi DEA,bIAP act,FLuc act counter
COc1ccc(NC(C)=O)cc1NC(=O)c1ccc(Cl)cc1,-10,-5,28,-5,-8,1.4,-15,1.1,0.7,1.1
Cc1c(/C(O)=C2/C(=O)C(=O)N(Cc3cccnc3)C2c2cccs2)cnn1-c1ccccc1 (stereo not given),-141,-4,-11,-10,2,0.4,-8,1,1.1,1
COc1ccccc1-c1nnc2sc(-c3ccc(N(C)C)cc3)nn12,97*,-3,5,1,-3,5.2,-31,1,1,1
CCCCOc1ccccc1C1NC(=O)NC(C)=C1C(=O)OCCOCC (stereo not given),-9,-9,-6,5,-4,2.8,-11,1.1,1.1,1
Cc1ccc(S(=O)(=O)c2c(N)n(NC(=O)c3ccco3)c3nc4ccccc4nc23)cc1,6,-3,6,-7,-5,2.5,-11,1,0.9,1.1
Cc1cc(=O)oc2c(C(=O)/C=C\c3cccs3)c(O)ccc12,-2,2,0,34,4,3.4,-35,1,1,1
O=S(=O)(c1ccccc1)N1N=C(c2cccs2)CC1c1ccc(Br)cc1 (stereo not given),-15,0,1,19,-3,4.8,-6,1,1,1
O=S(=O)(c1ccc(Br)cc1)c1nc(-c2ccccc2)oc1NCc1cccnc1,4,-6,10,8,9,2.1,-6,1.1,0.9,0.9
O=C(NC1CCCCC1)C1(c2ccccc2)CC1(Cl)Cl (stereo not given),-15,2,13,6,-3,0.0,-1,1,0.9,1
COc1cccc(OC)c1-c1nn2c(-c3cc(-c4ccccc4)n[nH]3)nnc2s1,8,-2,-30,61*,-1,2.9,-59,1,1.3,1
CC1CCCCN1S(=O)(=O)c1ccc(N(C(=O)c2cnccn2)C(C(=O)NC2CCCC2)c2cccs2)cc1 (stereo not given),2,-5,15,93*,-7,-0.4,-20,1,0.9,1.1
CCCC(=O)c1c(NC(C)C)cc(C)oc1=O,21,-7,-1,11,-6,2.6,-12,1.1,1,1.1

Exported with each value named: four of the compounds above.
Compound: O=S(=O)(c1ccc(Br)cc1)c1nc(-c2ccccc2)oc1NCc1cccnc1
  APP 5UTR inh = 4	TNAP inh hi DEA = -6	bIAP inh = 10	L major viab = 8	FLuc inhib CS = 9	RAM network inh = 2.1	TNAP inh noacc = -6	TNAP act hi DEA = 1.1	bIAP act = 0.9	FLuc act counter = 0.9
Compound: O=C(NC1CCCCC1)C1(c2ccccc2)CC1(Cl)Cl (stereo not given)
  APP 5UTR inh = -15	TNAP inh hi DEA = 2	bIAP inh = 13	L major viab = 6	FLuc inhib CS = -3	RAM network inh = 0.0	TNAP inh noacc = -1	TNAP act hi DEA = 1	bIAP act = 0.9	FLuc act counter = 1
Compound: COc1cccc(OC)c1-c1nn2c(-c3cc(-c4ccccc4)n[nH]3)nnc2s1
  APP 5UTR inh = 8	TNAP inh hi DEA = -2	bIAP inh = -30	L major viab = 61*	FLuc inhib CS = -1	RAM network inh = 2.9	TNAP inh noacc = -59	TNAP act hi DEA = 1	bIAP act = 1.3	FLuc act counter = 1
Compound: CC1CCCCN1S(=O)(=O)c1ccc(N(C(=O)c2cnccn2)C(C(=O)NC2CCCC2)c2cccs2)cc1 (stereo not given)
  APP 5UTR inh = 2	TNAP inh hi DEA = -5	bIAP inh = 15	L major viab = 93*	FLuc inhib CS = -7	RAM network inh = -0.4	TNAP inh noacc = -20	TNAP act hi DEA = 1	bIAP act = 0.9	FLuc act counter = 1.1

Carrying on.
Molecule,APP 5UTR inh,TNAP inh hi DEA,bIAP inh,L major viab,FLuc inhib CS,RAM network inh,TNAP inh noacc,TNAP act hi DEA,bIAP act,FLuc act counter
CCCCOc1ccc(Br)cc1/C(C)=N/NC1=NCCN1,96*,-1,1,101*,-9,-0.2,-5,1,1,1.1
O=C(Cc1ccc([N+](=O)[O-])cc1)Nc1ccc(O)cc1C(=O)O,0,6,10,-5,-6,1.2,-12,0.9,0.9,1.1
NC(N)=N/N=C/c1ccccc1OC(F)F,-14,-6,-5,13,-7,1.5,-5,1.1,1,1.1
O=C(CSc1nnc(Cc2cccs2)n1C1CCCCC1)N1CCN(C(=O)c2ccco2)CC1,10,-1,-2,1,-4,1.2,0,1,1,1
CCOC(=O)c1cc(-c2ccccc2)n(CC(=O)Nc2ccc(OCC)cc2)c1C,7,-9,17,-8,-8,1.1,-21,1.1,0.8,1.1
CCCN(CCC)C(=O)NC1CC(=O)N(c2ccc(OC)cc2)C1 (stereo not given),-2,1,35,-3,-4,1.8,-10,1,0.7,1
Cc1c(NC(=O)CC(=O)Nc2c(C)n(C)n(-c3ccccc3)c2=O)c(=O)n(-c2ccccc2)n1C,3,-2,8,22,-3,0.1,-11,1,0.9,1
CCCCN(C)CCCNC(=O)c1cn(CC)c2ccc(S(=O)(=O)N3CCc4ccccc4C3)cc2c1=O,-7,-3,-4,99*,-4,-0.9,-2,1,1,1
O=C(Nc1ccc(-c2csc(-c3ccccc3)n2)cc1)c1ccccc1,0,-5,-2,-1,-6,4.2,-11,1.1,1,1.1
O=C(NCc1ccccc1)c1cccc(OCC(=O)N2CCN(C(=O)c3ccco3)CC2)c1,-7,-3,-2,-4,2,-0.2,-9,1,1,1
O=C(c1ccc(F)cc1)n1c(NCc2ccccc2)n[nH]c1=S,-14,-6,7,-3,-2,2.5,-9,1.1,0.9,1
CN1CCN(S(=O)C23CC4CC(CC(C4)C2)C3)CC1 (stereo not given),-2,-2,20,-4,-4,3.6,-9,1,0.8,1
CC(=O)c1cnc(Nc2nc(C)c3cc(C)c(C)cc3n2)nc1C,-3,-4,2,-1,-8,0.7,-13,1,1,1.1
